Bioassay records from PubChem.
V-ATPase pH = yeast V-ATPase proton transport regulation by pHLuorin; S. cerevisiae, pHLuorin cytosolic pH fluorescence; response, % at 10 µM; hit rate 0.37% among 350,000; AID 504577; in the data active = response mostly above about 7.3%, no sharp cut-off; inactive = mostly below about 5.4%; note: actives read high; inactives centre near 0; some compounds called inactive have numbers as strong as hits; reference of the scale not given here
RTF Ca sens act = increases calcium sensitivity of human cardiac regulated thin filaments; P19429+P45379; IANBD-labeled TnC RTF fluorescence at EC20 calcium; 0% EC20 calcium, 100% full calcium; activation, % at 7.2 µM; hit rate 0.24% among 340,000; AID 493008;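 active = activation above the mean over all tested compounds plus 3 SD, cut at about 30% in these data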;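 note: rise in fluorescence read as greater calcium sensitivity of cardiac thin filaments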
MOR-DOR inv ag = inverse agonist of human OPRM1-OPRD1 heterodimerization | P35372+P41143 | cell-based MOR-DOR heterodimer luminescence, inverse agonism | inhibition, % at 9.3 µM | hit rate 0.21% among 340,000 | AID 504357; in the data active = inhibition above about 22%, passing the limit was not always enough;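 note: 0% = cells with DMSO and 100% = wells without cells with DMSO; values of inactives mirror those of a sister screen read the other way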
Target sequence (P35372 whole entry, looked up): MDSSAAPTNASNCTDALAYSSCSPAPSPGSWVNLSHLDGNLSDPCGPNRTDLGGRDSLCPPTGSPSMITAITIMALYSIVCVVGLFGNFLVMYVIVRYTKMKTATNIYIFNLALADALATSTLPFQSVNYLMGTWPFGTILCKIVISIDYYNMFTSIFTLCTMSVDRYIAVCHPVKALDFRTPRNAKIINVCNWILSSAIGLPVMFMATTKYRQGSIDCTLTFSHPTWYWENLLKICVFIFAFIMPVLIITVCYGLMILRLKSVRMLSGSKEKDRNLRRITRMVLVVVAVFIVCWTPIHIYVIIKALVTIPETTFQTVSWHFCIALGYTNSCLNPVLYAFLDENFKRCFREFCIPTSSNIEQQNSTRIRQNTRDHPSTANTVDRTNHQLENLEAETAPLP
Target sequence (P41143 whole entry, looked up): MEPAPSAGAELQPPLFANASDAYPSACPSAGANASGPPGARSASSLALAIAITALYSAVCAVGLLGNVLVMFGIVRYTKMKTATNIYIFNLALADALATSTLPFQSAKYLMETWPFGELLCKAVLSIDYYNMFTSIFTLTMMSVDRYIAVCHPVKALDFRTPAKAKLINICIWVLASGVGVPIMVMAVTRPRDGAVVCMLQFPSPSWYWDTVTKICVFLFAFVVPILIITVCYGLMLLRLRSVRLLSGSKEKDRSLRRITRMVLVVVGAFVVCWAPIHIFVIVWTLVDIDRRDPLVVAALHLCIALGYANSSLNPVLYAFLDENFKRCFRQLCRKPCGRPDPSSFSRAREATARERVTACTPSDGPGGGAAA
LANA DNA inh = KSHV C-LANA DNA binding inhibition; inhibition, % at 9 µM; MBP-C-LANA/FAM-LBS DNA binding, fluorescence polarization; hit rate 0.078% among 340,000;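 active = highest replicate inhibition at or above 60% at 9 µM, even if other replicates fall short; inactive = all replicates below 60% inhibition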;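 note: 0% = neutral control wells and 100% = 4 µM acridine orange control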
Keap1-Nrf2 PPI = Keap1-Nrf2 (human) interaction inhibition | inhibition, % at 9.4 µM | Keap1 Kelch-Nrf2 peptide fluorescence polarization, 1536-well | hit rate 0.15% among 340,000 | AID 504523 | Q14145; in the data active = inhibition above about 12%; inconclusive = no clear call, values can overlap the other calls; inactive = below about 7.3%;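 note: human Keap1 Kelch domain with fluorescein labeled Nrf2 9mer peptide probe; 0% = neutral control wells and 100% = peptide positive control; higher means more block of Keap1 binding to Nrf2 peptide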
OPRM1-OPRD1 ag = agonists of human mu-delta opioid receptor heterodimerization | P35372+P41143 | cells, OPRM1-OPRD1 heterodimerization, luminescence | activation, % at 9.3 µM | hit rate 0.3% among 340,000; in the data active = activation above about 18%;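 note: 0% = vehicle-treated cells and 100% = reference agonist; values of inactives mirror those of a sister screen read the other way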
Wnt bcat act = activates Wnt/beta-catenin signaling in a reporter cell assay | activator, plate reader | activation, % at 9.35 µM | hit rate 1.2% among 300,000 | AID 743398; in the data active = activation above about 30%, passing the limit was not always enough; inconclusive = no clear call, values can overlap the other calls;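 note: 0% = neutral control wells and 100% = positive control wells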
DSG3 Ab inh = blocks pemphigus antibody binding to human desmoglein-3 | binding (percent of control), % at 10 µM | DSG3-coupled beads, scFv-anti-DSG3-GFP binding, flow cytometry; stronger effect = lower value | P32926 | hit rate 0.48% among 310,000;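 active = binding more than 3 SD below its plate's average and above zero; inconclusive = below that plate limit but binding exactly zero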; note: some compounds called inactive have numbers as strong as hits
Arr AP2 block = inhibitors of human beta-arrestin and AP2 interaction; FITC-arrestin peptide / GST-AP2 beads, flow cytometry; AP2 beta2 appendage carries R879A mutation; inhibition, % at 10 µM; hit rate 0.31% among 340,000; AID 504490;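 active = inhibition above a set limit, near 3 SD of compounds lacking own fluorescence, cut at about 54% in these data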;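 note: plate controls were DMSO wells for no effect and 5 µM unlabelled arrestin peptide for full effect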
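System: GST-AP2 R879A glutathione beads. Medium: PBS with 0.05% Tween 20 and 0.1% BSA. Also added: FITC-arrestin peptide, 50 nM. Incubation: 12 min plus 1 h, RT. Measured by: high-throughput flow cytometry of beads, ex 488, em 535 nm. Evaluation: percent drop in bead-associated FITC signal.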
RTF Ca sens inh = cardiac RTF calcium desensitization | IANBD-labeled cardiac RTF, Ca2+ fluorescence | P19429+P45379 | hit rate 0.12% among 340,000 | inhibition, % at 7.15 µM;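 active = inhibition above the mean inhibition of all tested compounds plus 3 SD, cut at about 17% in these data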;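 note: assay run at fixed EC70 calcium of 1.6 mM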
Numbers without * were called inactive; ? = inconclusive; . = not tested or not shown.

cpd	Compound	V-ATPase pH	RTF Ca sens act	MOR-DOR inv ag	LANA DNA inh	Keap1-Nrf2 PPI	OPRM1-OPRD1 ag	Wnt bcat act	DSG3 Ab inh	Arr AP2 block	RTF Ca sens inh
1	O=C(Nc1c(Cl)cc2c(c1Cl)Cc1cc([N+](=O)[O-])ccc1-2)C(Cl)Cl	5	0	-28	-1.1	-4	6.3	?	100	-9	1
2	CC(C)CN(CC(C)C)C(=O)CN1C(=O)NC2(CCCc3ccccc32)C1=O (stereo not drawn)	0	1	20	1.1	2	-3.9	-1	96	37	-3
3	O=c1[nH]c(=O)c2nc(-c3ccc(Cl)cc3)cnc2[nH]1	2	2	4	0.6	-1	-0.7	-2	99	41	0
4	O=C(Nc1ccc(Cc2ccncc2)cc1)c1cc(F)c(F)cc1Cl	2	-2	14	-0.5	2	-2.8	2	125	-20	-5
5	CC12CCC(C(=O)Nc3ccc(SC(F)F)cc3)(CC1=O)C2(C)C (stereo not drawn)	3	8	-34	-1.1	-4	6.0	.	102	14	-9
6	COC(=O)CCC(=O)N1CN2CN(C(=O)CCC(=O)OC)CC([N+](=O)[O-])(C2)C1	-1	9	4	2.6	-5	-0.8	-1	92	-5	-6
7	CC1CCc2c(sc(N)c2C(N)=O)C1 (stereo not drawn)	-3	6	-4	1.8	-4	0.7	1	127	9	-8
8	CC(=O)N(/C=C1\SC(=S)N(c2ccccc2)C1=O)c1ccccc1	1	-3	22	0.3	-5	-4.5	-4	108	-23	-4
9	CCC(=O)c1ccc(N2CCN(C(=O)COc3ccccc3F)CC2)c(F)c1	1	0	0	-0.3	-6	-0.1	-2	101	6	-9
10	CCn1nc(C(=O)OCC(=O)c2cc(C)n(Cc3cccs3)c2C)c2ccccc2c1=O	4	-2	15	-0.6	-7	-2.3	.	104	-3	-2
11	CCOc1ccccc1N1CCN(S(=O)(=O)c2cc(C)ccc2OC)CC1	-1	-5	-1	0.6	-2	0.1	-11	102	0	2
12	CC1CCN(c2ccccc2NC(=S)NC(=O)c2cccs2)CC1	-1	-11	1	-0.3	-1	-0.2	.	81	13	-2
13	COc1ccc(CCNC(=O)c2cc(Cl)nc3ccccc23)cc1	0	-4	20	0.0	-5	-3.8	-1	102	-8	-10
14	CCN(CC(=O)NCc1ccc(F)cc1)C(=O)c1oc2ccccc2c1C	0	-2	4	-0.1	-3	-0.6	-3	92	17	-4
15	O=C(C[C@H]1C/C=C/CC[C@H](Cc2ccc(F)cc2)C(=O)O[C@H](c2ccccc2)CNC1=O)NCCO	0	3	6	-0.5	-2	-1.3	-3	98	19	-5
16	COC(=O)Nc1nnc(-c2ccccc2OC)s1	0	-1	13	2.4	2	-2.6	49*	.	-5	1
17	Cc1cc(C)c(NC(=O)C(C)N2CCCCCC2)c(C)c1 (stereo not drawn)	-2	-5	10	0.6	1	-2.0	-1	99	-17	-3
18	Cc1ccccc1OCc1nnc(SCC(=O)Nc2ccc3nc(SCC(=O)Nc4ccccc4)sc3c2)n1C	2	6	-8	0.3	-3	1.3	.	88	7	1
19	COC(=O)COc1cccc(NC(=O)c2ccc(Cl)cc2)c1	-2	3	9	-0.4	5	-1.9	9	80	-26	0
20	CCC(=O)Nc1nnc(SCc2ccccc2F)s1	-1	-3	10	1.8	-2	-2.1	0	103	-6	2

21. COc1ccc(-c2nnc(SCC(=O)NCc3cccs3)n2CC(C)C)cc1
22. Cc1ccc(CNC(=O)CCS(=O)(=O)c2ccc3nc(C)sc3c2)cc1
23. CN(C)c1nc(NN)nc(Nc2ccc(F)cc2)n1
24. CCCOc1ccc(-c2nc(SCc3ccccc3)[nH]c(=O)c2C#N)cc1OC
25. CC12CCC(C/C1=N/OC(=O)c1cccc([N+](=O)[O-])c1)C2(C)C (stereo not drawn)
26. NC(=O)C1CCN(Cc2nc3cc(Cl)ccc3c(=O)[nH]2)CC1
27. O=C(COc1ccc(Br)cc1)NCCNC(=O)c1ccccn1
28. S=C(NCC1CCCO1)Nc1cccc2ccccc12 (stereo not drawn)

assay / entry	21	22	23	24	25	26	27	28
V-ATPase pH	0	-1	0	6	0	0	1	-1
RTF Ca sens act	-1	1	-1	-7	2	1	1	0
MOR-DOR inv ag	5	2	-5	4	-73	12	19	9
LANA DNA inh	-0.5	-0.4	0.9	0.4	-0.2	1.3	1.6	-2.4
Keap1-Nrf2 PPI	-5	-3	-3	5	-1	-2	-2	-3
OPRM1-OPRD1 ag	-1.2	-0.4	1.1	-0.9	14	-2.0	-3.7	-1.9
Wnt bcat act	0	-5	2	-2	-1	.	0	0
DSG3 Ab inh	.	89	95	106	102	105	97	102
Arr AP2 block	22	-1	-9	47	3	6	-6	12
RTF Ca sens inh	1	-1	0	-5	5	-9	-3	4

29. COc1ccc([C@@H]2[C@@H]3C(=O)N(C(C)(C)C)C(=O)[C@@H]3[C@]3(C)C(=O)N(c4ccccc4)C(=O)N23)cc1
30. COc1ccc2[nH]c(=O)c(CN(C(=O)NC3CCCCC3)C3CCCCC3)cc2c1
31. Cc1nc2ccccc2nc1-c1ccc([N+](=O)[O-])cc1
32. Cc1ccc(S(=O)(=O)N2CCOCC2)cc1NC(=O)COC(=O)CCc1c[nH]c2ccccc12
33. Cc1cccc2c(=O)n3c(cc12)-c1[nH]c2ccccc2c1CC3
34. O=C(/C=C/Nc1ccc(F)cc1)c1cccs1
35. CCN(C(=O)CSc1n[nH]c(N)n1)C1CCCCC1
36. COc1ccc(S(=O)(=O)Nc2cc(C)c(O)cc2C(C)C)cc1

assay / entry	29	30	31	32	33	34	35	36
V-ATPase pH	3	2	2	-1	2	.	2	-4
RTF Ca sens act	-3	3	-2	-3	-8	3	1	4
MOR-DOR inv ag	-9	6	-3	2	-65	16	1	1
LANA DNA inh	0.0	0.2	0.4	-0.9	4.1	0.8	-0.1	-1.0
Keap1-Nrf2 PPI	1	3	-1	-4	0	-3	-5	3
OPRM1-OPRD1 ag	1.6	-1.2	0.5	-0.4	15	-2.6	-0.2	-0.2
Wnt bcat act	-1	.	-1	-3	-6	.	0	-4
DSG3 Ab inh	101	96	114	88	96	105	.	110
Arr AP2 block	11	-4	6	13	-12	-13	13	15
RTF Ca sens inh	1	-5	0	-1	-9	7	-1	-4

37. O=CN1CCN(C(=O)c2ccc(Br)o2)CC1
38. Cc1cccc(C)c1OCc1cc(C(=O)N2CC3C[C@@H]4CC2C[C@H](C3)C4)no1
39. Cc1cccc(OCC(=O)NC2CCCc3ccccc32)c1C (stereo not drawn)
40. O=C(Cc1cccs1)Nc1ccccc1F
41. COCCNC(=O)C1CC2Cn3c(nc4cc(Cl)c(Cl)cc43)C2N1C (stereo not drawn)
42. c1ccc(CSc2nnc(-c3ccco3)n2Cc2ccco2)cc1
43. C[C@H](CO)N1C[C@H](C)[C@@H](CN(C)Cc2ccc3c(c2)OCO3)Oc2ccc(NC(=O)Cn3cnnn3)cc2C1=O
44. COc1ccc(CCNC(=O)c2cc3c(C)nccc3[nH]c2=O)cc1OC

assay / entry	37	38	39	40	41	42	43	44
V-ATPase pH	6	4	4	-4	-6	3	7	-2
RTF Ca sens act	-4	2	-5	4	5	0	-4	-2
MOR-DOR inv ag	8	-33	-48	14	20	7	2	10
LANA DNA inh	0.1	0.8	0.6	2.0	-1.8	0.2	1.7	-0.6
Keap1-Nrf2 PPI	-2	-1	0	-2	-5	0	0	3
OPRM1-OPRD1 ag	-1.1	6.4	7.7	-3.1	-4.4	-1.3	-0.4	-2.1
Wnt bcat act	-1	36*	-13	0	-1	.	-1	1
DSG3 Ab inh	105	107	87	115	172	95	101	.
Arr AP2 block	3	5	-5	20	4	12	1	-4
RTF Ca sens inh	-3	-17	-4	-15	7	-4	-6	-4

In another format: results already given
Every second line gives: V-ATPase pH, RTF Ca sens act, MOR-DOR inv ag, LANA DNA inh, Keap1-Nrf2 PPI, OPRM1-OPRD1 ag, Wnt bcat act, DSG3 Ab inh, Arr AP2 block, RTF Ca sens inh
44	COc1ccc(CCNC(=O)c2cc3c(C)nccc3[nH]c2=O)cc1OC
  -2, -2, 10, -0.6, 3, -2.1, 1, ., -4, -4
42	c1ccc(CSc2nnc(-c3ccco3)n2Cc2ccco2)cc1
  3, 0, 7, 0.2, 0, -1.3, ., 95, 12, -4
37	O=CN1CCN(C(=O)c2ccc(Br)o2)CC1
  6, -4, 8, 0.1, -2, -1.1, -1, 105, 3, -3
38	Cc1cccc(C)c1OCc1cc(C(=O)N2CC3C[C@@H]4CC2C[C@H](C3)C4)no1
  4, 2, -33, 0.8, -1, 6.4, 36*, 107, 5, -17

Next part:
45. O=C(Oc1ccccc1-c1nnco1)c1ccc(Cl)cc1
46. O=C(c1ccc(Cl)cc1)n1c(NCc2ccccc2)n[nH]c1=S
47. COc1ccc(-n2c(SCC(=O)Nc3sc4c(c3C#N)CCCC4)nnc2-c2ccc(O)cc2)cc1
48. O=c1[nH]c(=O)n(-c2ccccc2)c2c1C(C(F)(F)F)(C(F)(F)F)N=C(C1CCCCC1)N2
49. O=C(COc1ccc2ccccc2c1)NNC(=O)[C@@H]1CCCC[C@@H]1C(=O)O

assay / entry	45	46	47	48	49
V-ATPase pH	-1	0	-1	0	-1
RTF Ca sens act	-6	-1	-5	-4	-1
MOR-DOR inv ag	6	-4	8	19	14
LANA DNA inh	-0.4	2.9	-0.4	0.7	1.6
Keap1-Nrf2 PPI	-6	-2	-2	-1	-1
OPRM1-OPRD1 ag	-1.0	0.8	-1.6	-3.2	-2.8
Wnt bcat act	.	8	0	1	.
DSG3 Ab inh	108	.	88	99	100
Arr AP2 block	8	9	1	-4	27
RTF Ca sens inh	3	-10	-9	5	-2
